SUMO1 PPI mod – SUMO1-SIM interaction modulation. P63165. 360,000 compounds, 0.33% hits. SUMO1 binding to a labelled peptide, TR-FRET, 1 h. inhibition, % at 20 µM; in the data active means inhibition above about 37%
DNMT1 inh – blocks human DNA methyltransferase DNMT1 | 360,000 compounds, 0.83% hits | DNMT1 molecular beacon, Hinp1I cleavage, fluorescence | inhibition (reported as % activation of signal), % at 10 µM | P26358; in the data active means inhibition above about 50%
Target sequence (P26358 504-1616 limits assumed): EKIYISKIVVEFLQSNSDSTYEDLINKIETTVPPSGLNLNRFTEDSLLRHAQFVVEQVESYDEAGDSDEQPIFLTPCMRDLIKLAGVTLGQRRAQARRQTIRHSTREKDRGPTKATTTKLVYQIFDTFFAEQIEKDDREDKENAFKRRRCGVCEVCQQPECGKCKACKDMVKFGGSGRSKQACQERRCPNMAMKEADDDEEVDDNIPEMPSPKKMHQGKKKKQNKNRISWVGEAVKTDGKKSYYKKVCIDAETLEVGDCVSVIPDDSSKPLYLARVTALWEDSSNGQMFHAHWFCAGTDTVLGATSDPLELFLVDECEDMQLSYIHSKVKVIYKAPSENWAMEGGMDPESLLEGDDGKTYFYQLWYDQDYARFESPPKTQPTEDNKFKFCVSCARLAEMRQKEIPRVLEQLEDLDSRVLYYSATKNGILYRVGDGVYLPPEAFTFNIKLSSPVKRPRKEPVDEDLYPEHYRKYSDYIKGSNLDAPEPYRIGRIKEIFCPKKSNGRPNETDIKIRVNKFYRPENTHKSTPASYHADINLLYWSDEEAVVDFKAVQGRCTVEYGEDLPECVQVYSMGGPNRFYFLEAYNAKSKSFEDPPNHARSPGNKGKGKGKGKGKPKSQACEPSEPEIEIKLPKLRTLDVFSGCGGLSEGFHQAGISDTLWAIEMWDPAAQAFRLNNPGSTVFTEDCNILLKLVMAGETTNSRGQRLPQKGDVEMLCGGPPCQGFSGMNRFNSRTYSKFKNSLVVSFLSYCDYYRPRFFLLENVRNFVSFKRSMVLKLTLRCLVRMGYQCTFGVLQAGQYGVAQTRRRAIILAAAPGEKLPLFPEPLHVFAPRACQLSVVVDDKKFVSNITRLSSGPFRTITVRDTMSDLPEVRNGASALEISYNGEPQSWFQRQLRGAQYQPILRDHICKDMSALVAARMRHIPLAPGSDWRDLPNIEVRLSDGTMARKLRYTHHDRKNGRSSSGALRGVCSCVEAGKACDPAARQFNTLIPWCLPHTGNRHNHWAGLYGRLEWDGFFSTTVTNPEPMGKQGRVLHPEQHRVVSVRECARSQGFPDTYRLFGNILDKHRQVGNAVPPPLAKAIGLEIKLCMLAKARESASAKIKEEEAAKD
NadD block – inhibitors of Staphylococcus aureus NadD; 360,000 compounds, 0.78% hits; inhibition, % at 20 µM; purified NadD enzyme, colorimetric absorbance read-out; in the data active means inhibition above about 26%; further: some compounds past the cut are filed as inactive
Tb MetRS inh – blocks T. brucei methionyl-tRNA synthetase activity | purified T. brucei MetRS, ATP depletion, Kinase-Glo luminescence | 360,000 compounds, 0.4% hits | AID 624268 | inhibition, % at 11.9 µM;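 active means inhibition above a per-plate cutoff of the control wells' mean inhibition plus 3 SD, cut at about 5.5% in these data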;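 further: 0% = DMSO wells median and 100% = median of wells with control inhibitor compound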
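assay system = parasite MetRS enzyme | timing = 15 min preincubation, 2 h reaction, all 25 °C | evaluation = percent inhibition relative to median high and low control wells | medium = HEPES buffer containing pyrophosphatase, BSA, spermine, DTT | compound = single dose, 11.9 µM final nominal, 0.9% final DMSO | detection = Kinase-Glo luminescence, ATP depletion format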
Neddyl block – cullin neddylation inhibition | TR-FRET cullin neddylation, biochemical | calls only at 25 µM | 360,000 compounds, 0.58% hits | AID 651699; in the data active means inhibition above about 36%
STEP block – blocks human striatal-enriched tyrosine phosphatase | recombinant STEP, OMFP fluorogenic substrate, fluorescence | inhibition, % at 20 µM | 360,000 compounds, 0.25% hits;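 active means inhibition at 20 µM, scaled per plate between control wells, above about 37%, limit read from the data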;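 further: 0% = DMSO with enzyme and substrate and 100% = substrate only without enzyme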
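Assay system: isolated STEP enzyme / Timing: 20 min at room temperature, dark / Doses: 20 µM, 1% DMSO / Technique: fluorescence intensity, excitation 480 nm, emission 540 nm / Reagent: fluorogenic phosphatase substrate OMFP at 25 µM final / Measure: percent inhibition scaled to no-enzyme and uninhibited-enzyme controls, plate-pattern corrected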
Scp-1 inhibitor – inhibitors of human Scp-1 phosphatase. Q9GZU7. Recombinant Scp1, phosphopeptide, malachite green phosphate absorbance. inhibition, % at 20 µM. 340,000 compounds, 0.88% hits. AID 493091;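 active means inhibition above about 50% at 20 µM, limit read from the data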;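 further: plate controls were DMSO wells with enzyme for no effect and wells lacking enzyme for full effect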
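Test system: SCP-1 phosphatase catalytic domain, residues 76-261 | Compound dosing: One concentration, 20 µM, with 1.0% DMSO | Schedule: 45 min room-temperature reaction, 5 min colour, 30 min stabiliser | Detection: Absorbance at 630 nm | Read-out basis: % inhibition of SCP-1 phosphate liberation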
SKN-1 inh – inhibitors of C. elegans SKN-1 | C. elegans VP596 Pgst-4::GFP/RFP ratio, acrylamide-induced, 24 h | inhibition, % at 21.8 µM | 360,000 compounds, 0.49% hits;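 active means interference check ratio from 0.5 to 1.5 plus GFP to RFP signal ratio inhibition reaching or exceeding a fixed threshold, cut at about 30% in these data, passing the limit was not always enough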; further: some compounds called inactive have numbers as strong as hits
LMPTP block – LMPTP (human) inhibition; recombinant LMPTP-A, OMFP fluorogenic substrate, fluorescence intensity; P24666; 360,000 compounds, 0.22% hits; inhibition, % at 20 µM;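 active means compounds that cut the enzyme signal by at least half of the control window in the single-dose screen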;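 further: plate controls were DMSO wells with enzyme plus substrate for no effect and substrate without enzyme for full effect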
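Assay system: LMPTP-A enzyme. Input: 0.625 nM LMPTP-A final. Probe or stimulus: 400 µM OMFP. Compound dosing: single 20 µM dose. Schedule: 50 min dark incubation at room temperature. Detection: fluorescence intensity of OMFP turnover product. Read-out: percent inhibition versus substrate-only and uninhibited controls. Benchmarks: no-enzyme low control, uninhibited high control.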
CendR NRP1 mod – alters CendR peptide binding to human NRP-1; AID 602438; inhibition, % at 25 µM; FAM-RPARPAR peptide binding to NRP-1, fluorescence polarization; 360,000 compounds, 0.85% hits; O14786;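 active means inhibition or corrected inhibition above about 18%, plus a signal ratio from 0.5 to 1.5, limit read from the data, passing the limit was not always enough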; further: strong numbers were not always called active
* marks the source's active call; other numbers are inactive results; i = inactive; x = not tested or not shown.

no.	canonical_smiles	SUMO1 PPI mod	DNMT1 inh	NadD block	Tb MetRS inh	Neddyl block
1	O=CNCc1nc2ccccc2n1CCCc1ccccc1	1	-1	-6	-1.7	i
2	CCOC(=O)C1=NOC(CNC(=O)C2=NOC(CNC(=O)c3c(-c4ccccc4Cl)noc3C)C2)C1 (stereo unspecified)	0	0	4	-2.0	i
3	Cc1cc(C)c2c(N)c(C(=O)NN3CC(=O)N(c4ccccc4)CC3=O)sc2n1	-8	-1	-1	-0.2	x
4	CCOc1ccc(C(C(=O)NC2CCCCC2)N(CCOC)C(=O)c2snc(C(N)=O)c2N)cc1 (stereo unspecified)	5	4	-3	-0.5	i
5	Cc1ccc2[nH]c(C(=O)O)c(NC(=O)c3ccccc3[N+](=O)[O-])c2c1	-13	-4	-2	-0.5	i
6	COc1cc(C(=O)Nc2cccc(NC(=O)c3ccccc3)c2)cc(OC)c1OC	3	-4	0	0.5	i
7	O=C(Nc1cccc(-c2cccc(Cl)c2)c1)C1CCN(CC2CCOC2)CC1 (stereo unspecified)	-6	-2	-6	-0.5	i
8	COCCCN1C(=O)C(=O)/C(=C(/O)c2ccc(OCC(C)C)cc2)C1c1cccnc1 (stereo unspecified)	4	-2	6	0.1	i
9	COc1ccc([C@H]2CC(=O)C=C(c3ccc4c5c(cccc35)CC4)C2)cc1	-19	-3	-8	-0.5	i
10	CCOC(=O)C1CCN(CC(=O)Nc2ccc(OC)c(Cl)c2)CC1	1	2	1	-0.3	i
11	Cc1onc(-c2ccccc2)c1C(=O)Nc1cccc(OC(C)C)c1	-1	-3	-5	-0.3	i
12	COc1ccc(NC(=O)N2CCCC2)cc1OC	-7	12	1	-0.6	i
13	Cc1nc(N2CCN(C(=O)c3ccco3)CC2)c2c3c(sc2n1)CCC3	5	-2	-1	-0.4	i
14	CCc1c(C)nc(SCC(=O)N2CCN(c3ccccc3)CC2)[nH]c1=O	2	2	-3	-0.5	i
15	COc1ccc(C(=O)CSc2nc3nc(C)cc(C)n3n2)cc1OC	12	11	3	0.0	i

no.	STEP block	Scp-1 inhibitor	SKN-1 inh	LMPTP block	CendR NRP1 mod
1	-2	-8	1	-1.9	4
2	0	-1	-19	0.9	2
3	-2	1	17	-1.3	4
4	-2	-5	5	4.2	-9
5	4	-6	3	-1.5	-10
6	-1	-18	12	2.0	-3
7	0	-5	13	-0.2	-5
8	0	4	13	-0.7	-3
9	0	-11	-15	5.8	-1
10	-4	-5	9	-1.1	15
11	2	-6	-7	1.6	6
12	-6	-5	-17	-1.8	-2
13	-6	-7	17	0.4	-15
14	0	-4	-4	-2.4	0
15	-2	-5	1	-0.7	3

Part of the list above, reformatted.
2	CCOC(=O)C1=NOC(CNC(=O)C2=NOC(CNC(=O)c3c(-c4ccccc4Cl)noc3C)C2)C1 (stereo unspecified)
  SUMO1 PPI mod = 0
  DNMT1 inh = 0
  NadD block = 4
  Tb MetRS inh = -2.0
  Neddyl block = i
  STEP block = 0
  Scp-1 inhibitor = -1
  SKN-1 inh = -19
  LMPTP block = 0.9
  CendR NRP1 mod = 2
3	Cc1cc(C)c2c(N)c(C(=O)NN3CC(=O)N(c4ccccc4)CC3=O)sc2n1
  SUMO1 PPI mod = -8
  DNMT1 inh = -1
  NadD block = -1
  Tb MetRS inh = -0.2
  Neddyl block = x
  STEP block = -2
  Scp-1 inhibitor = 1
  SKN-1 inh = 17
  LMPTP block = -1.3
  CendR NRP1 mod = 4
4	CCOc1ccc(C(C(=O)NC2CCCCC2)N(CCOC)C(=O)c2snc(C(N)=O)c2N)cc1 (stereo unspecified)
  SUMO1 PPI mod = 5
  DNMT1 inh = 4
  NadD block = -3
  Tb MetRS inh = -0.5
  Neddyl block = i
  STEP block = -2
  Scp-1 inhibitor = -5
  SKN-1 inh = 5
  LMPTP block = 4.2
  CendR NRP1 mod = -9
5	Cc1ccc2[nH]c(C(=O)O)c(NC(=O)c3ccccc3[N+](=O)[O-])c2c1
  SUMO1 PPI mod = -13
  DNMT1 inh = -4
  NadD block = -2
  Tb MetRS inh = -0.5
  Neddyl block = i
  STEP block = 4
  Scp-1 inhibitor = -6
  SKN-1 inh = 3
  LMPTP block = -1.5
  CendR NRP1 mod = -10

(continued)
no.	canonical_smiles	SUMO1 PPI mod	DNMT1 inh	NadD block	Tb MetRS inh	Neddyl block
16	CC(=O)Nc1ccc(/C=N/Nc2ccc(C(=O)c3c(C)cc4ccccn34)cc2[N+](=O)[O-])cc1	3	38	18	0.5	i
17	Cc1cccc(N2CCN(C(=O)c3cc(C)oc3C)CC2C)c1 (stereo unspecified)	-2	2	-2	-0.3	i
18	Cn1c(-c2nonc2N)nc2ccccc21	3	3	-1	-0.3	i
19	Cc1cc(Cl)ccc1N=C1N=C(N)c2ccccc21	-4	-2	-4	-0.1	i
20	O=C(c1cncc(Br)c1)N1CCN(c2ccc(N3CCOCC3)nn2)CC1	-8	1	-2	-0.6	i
21	COc1ccc(-c2noc(C3CCCN(C(=O)c4ccccc4OC)C3)n2)cc1 (stereo unspecified)	5	0	-5	-1.1	i
22	Cc1ccc(C)c(NC(=S)Nc2ccc(S(=O)(=O)Nc3ncccn3)cc2)c1	-4	8	-3	-0.6	i
23	COC(=O)c1cc(CSc2ncnc3sccc23)oc1C	7	-2	-1	0.3	i
24	CC(=O)C1=C(C)Nc2ncnn2C1c1ccc(Cl)cc1 (stereo unspecified)	-2	-2	5	0.1	i
25	COc1ccc(-c2cc(C(F)(F)F)n3nc(C(N)=O)cc3n2)cc1	-4	-1	-2	-0.3	x
26	CCOC(=O)CNC(=O)Cn1c(C)cc2ccccc2c1=O	3	4	2	0.3	i
27	c1ccc(-c2csc(N3CCSCC3)n2)cc1	-8	-1	0	-0.5	i
28	CN(C(=O)c1ccno1)c1nnc(-c2ccccn2)s1	2	5	1	-1.4	x
29	CC(=O)N[C@@H](Cc1c[nH]c2ccccc12)C(=O)OCC(=O)Nc1ccc(Cl)c(S(=O)(=O)N(C)C)c1	1	1	1	-1.1	i
30	O=S(=O)(c1ccc2c(c1)OCCO2)N1CCN(S(=O)(=O)c2ccco2)CC1	-6	-3	-6	0.6	i

no.	STEP block	Scp-1 inhibitor	SKN-1 inh	LMPTP block	CendR NRP1 mod
16	3	6	3	18	8
17	0	-9	7	-0.7	-1
18	0	-8	31	-1.8	-2
19	2	-5	13	-0.3	2
20	1	-6	-3	-0.4	-7
21	-2	-8	8	-0.5	0
22	8	-14	-9	-2.4	2
23	1	-19	7	3.5	-7
24	3	-1	7	-1.5	0
25	-2	x	9	4.4	4
26	0	0	1	-0.8	7
27	0	0	29	1.0	-8
28	-1	-7	-15	-0.6	12
29	-4	2	5	0.3	-3
30	0	-5	8	1.0	7

Next results follow:
no.	canonical_smiles	SUMO1 PPI mod	DNMT1 inh	NadD block	Tb MetRS inh	Neddyl block
31	Nc1ccc2c(c1)Oc1ccccc1C=C2	-7	-27	-5	-0.5	x
32	CCOc1cccc2cc(C(=O)N3CCc4ccccc43)c(=O)oc12	-7	-2	-1	-0.6	i
33	COC(=O)CC/C(O)=C1\C(=O)CC(C)(C)CC1=Nc1ccccc1OC	2	4	-5	-0.5	i
34	CCN(CC)c1ccc(/C=N\NC(=O)c2cccc3cc[nH]c23)cc1	-7	-2	5	-0.4	x
35	CSc1ccc(Cn2nnc(C(=O)NCCc3ccc(Cl)cc3)c2N)cc1	3	1	1	0.1	i
36	CCOP(=O)(c1ccccc1)c1nc(-c2ccc(F)cc2)oc1N1CCCCC1 (stereo unspecified)	2	-4	4	-0.8	i
37	Cc1nnc(SC(=O)N2c3ccccc3Sc3ccccc32)s1	0	18	-7	-0.8	i
38	Nc1nc(-c2ccccc2)c(-c2ccccc2)o1	13	-1	1	-0.2	i
39	COc1ccc2c(c1OC)C(=O)OC2N1C(=O)CC[C@H]1C(=O)NCC1CCCO1 (stereo partly specified)	6	12	3	1.1	i
40	COc1ccc(CC(=O)O/N=C(\N)Cc2cccc3ccccc23)cc1	-2	-21	2	-0.1	i
41	COCCCNc1nc2c(c(=O)[nH]c(=O)n2C)n1CC(O)COc1ccccc1 (stereo unspecified)	-2	-2	3	-0.6	i
42	CCCCC(=O)Nc1nc(-c2ccc(S(=O)(=O)N3CCOCC3)cc2)cs1	-1	-3	-7	-0.6	i
43	Cc1cc(NC(=O)CSc2nnc(-c3ccc4c(c3)OCCO4)o2)no1	23	-1	-6	-0.7	i
44	COCCCNC(=O)CC1C(=O)N(Cc2ccccc2)C(C)c2nc3ccccc3n21 (stereo unspecified)	-1	0	2	-0.9	i
45	O=C(COc1ccc([N+](=O)[O-])cc1)NCc1ccncc1	-9	-4	-1	0.4	i

no.	STEP block	Scp-1 inhibitor	SKN-1 inh	LMPTP block	CendR NRP1 mod
31	-2	0	1	-0.2	-2
32	3	-5	47*	0.2	-96
33	1	0	14	-1.0	5
34	-1	-11	2	1.3	0
35	-2	-4	12	1.6	3
36	0	2	0	-0.9	1
37	4	-10	-3	2.3	1
38	2	-7	-12	-0.5	-2
39	1	7	-1	-2.9	2
40	-4	1	8	3.0	-71
41	-2	-5	-22	-0.5	8
42	1	-9	16	1.1	2
43	-1	-1	10	-0.7	2
44	0	-1	4	-0.7	4
45	0	-5	-2	-0.2	-4

Two compounds picked at random from the list so far:
no.	canonical_smiles	SUMO1 PPI mod	DNMT1 inh	NadD block	Tb MetRS inh	Neddyl block
42	CCCCC(=O)Nc1nc(-c2ccc(S(=O)(=O)N3CCOCC3)cc2)cs1	-1	-3	-7	-0.6	i
38	Nc1nc(-c2ccccc2)c(-c2ccccc2)o1	13	-1	1	-0.2	i

no.	STEP block	Scp-1 inhibitor	SKN-1 inh	LMPTP block	CendR NRP1 mod
42	1	-9	16	1.1	2
38	2	-7	-12	-0.5	-2

(further entries)
no.	canonical_smiles	SUMO1 PPI mod	DNMT1 inh	NadD block	Tb MetRS inh	Neddyl block
46	O=C(CNC(=O)c1ccccc1)OCC(=O)c1ccccc1Cl	1	3	-2	-0.4	i
47	Cc1cc2c(cc1C)NC1=C(N2)OC(c2cccc(O)c2)C1=O (stereo unspecified)	-17	0	-5	-1.1	i
48	CCc1c(C)sc(NC(=O)c2cc(-c3ccc(O)cc3)on2)c1C#N	-8	36	12	-1.4	x
49	CSc1ncccc1C(=O)NNC(=O)c1csc(N2CCOCC2)n1	0	-1	-3	-0.3	i
50	Cc1ccc(S(=O)(=O)N2[C@@H](c3ccccc3F)C(C(=O)O)=CC[C@H]2c2cccc(C)c2)cc1	2	-2	2	-0.2	i
51	CCOC(=O)C1CCN(C(=S)Nc2ccc(C)cc2)CC1	0	-1	-5	-0.7	i

no.	STEP block	Scp-1 inhibitor	SKN-1 inh	LMPTP block	CendR NRP1 mod
46	-1	-5	15	-0.7	2
47	-2	-1	-2	-1.4	-11
48	2	-7	11	-1.6	-23
49	-2	x	-6	1.7	6
50	-2	-5	0	-0.5	-12
51	2	26	7	0.1	-7
